# Screens as filed in PubChem BioAssay.
# TDP-43 yeast inh: qHTS of TDP-43 Inhibitors. TDP-43 expressing yeast growth rescue, BacTiter-Glo, 24 h. Potency, µM (series often up to 46.1 µM), inactives show top-dose growth rescue (activation), hits mostly activators. 1.8% of 410,000 active. AID 652104, 2013; note: % of control where 0% means no effect; nearly all actives have a fitted effect of over 50% in size
#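 Luminescence from BacTiter-Glo reports growth of TDP-43-expressing yeast after 24 hr at 30 deg C with compound. Cells were raffinose-pregrown to mid-log, then seeded in galactose medium at OD600=0.02.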
# PTHR1 ag: qHTS for PTHR1 Agonists: Primary Screen. Parathyroid hormone/parathyroid hormone-related peptide receptor (Homo sapiens), Q03431. HEK293 GP2 PTHR1 cells, GloSensor cAMP luminescence, 1 h. Potency, µM (highest dose often 115 µM), inactives show at the highest dose activation, hits mostly activators. 0.075% of 410,000 active. AID 743266, 2014; note: nearly all actives have a fitted effect of over 55% in size; some results filed as inactive show a strong effect at the top dose; inactives centre near -15; many of its hits are not listed in these tables
#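 HEK-293-derived GP2 cells expressing PTHR1 and a GloSensor cAMP reporter, 3,000/well, plated overnight, given luciferin plus IBMX (each 0.5 mM as added) for 1 h at 37 °C, then compound for 1 h at 37 °C. Luminescence was read after 15 min at room temperature.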
# EPAC1 agonist: qHTS for Agonist of cAMP-regulated guanine nucleotide exchange factor 3 (EPAC1): primary screen | Rap guanine nucleotide exchange factor 3 (Homo sapiens), O95398 | EPAC1 agonist qHTS, biochemical assay; response scale: 100% = response to 6.5 mM cAMP | Potency, µM (titrated, usually from 154 µM), inactives show at the top dose activation, hits mostly activators | 0.073% of 360,000 active; note: nearly all actives have a fitted effect of over 60% in size
# Target sequence (O95398 whole entry, looked up): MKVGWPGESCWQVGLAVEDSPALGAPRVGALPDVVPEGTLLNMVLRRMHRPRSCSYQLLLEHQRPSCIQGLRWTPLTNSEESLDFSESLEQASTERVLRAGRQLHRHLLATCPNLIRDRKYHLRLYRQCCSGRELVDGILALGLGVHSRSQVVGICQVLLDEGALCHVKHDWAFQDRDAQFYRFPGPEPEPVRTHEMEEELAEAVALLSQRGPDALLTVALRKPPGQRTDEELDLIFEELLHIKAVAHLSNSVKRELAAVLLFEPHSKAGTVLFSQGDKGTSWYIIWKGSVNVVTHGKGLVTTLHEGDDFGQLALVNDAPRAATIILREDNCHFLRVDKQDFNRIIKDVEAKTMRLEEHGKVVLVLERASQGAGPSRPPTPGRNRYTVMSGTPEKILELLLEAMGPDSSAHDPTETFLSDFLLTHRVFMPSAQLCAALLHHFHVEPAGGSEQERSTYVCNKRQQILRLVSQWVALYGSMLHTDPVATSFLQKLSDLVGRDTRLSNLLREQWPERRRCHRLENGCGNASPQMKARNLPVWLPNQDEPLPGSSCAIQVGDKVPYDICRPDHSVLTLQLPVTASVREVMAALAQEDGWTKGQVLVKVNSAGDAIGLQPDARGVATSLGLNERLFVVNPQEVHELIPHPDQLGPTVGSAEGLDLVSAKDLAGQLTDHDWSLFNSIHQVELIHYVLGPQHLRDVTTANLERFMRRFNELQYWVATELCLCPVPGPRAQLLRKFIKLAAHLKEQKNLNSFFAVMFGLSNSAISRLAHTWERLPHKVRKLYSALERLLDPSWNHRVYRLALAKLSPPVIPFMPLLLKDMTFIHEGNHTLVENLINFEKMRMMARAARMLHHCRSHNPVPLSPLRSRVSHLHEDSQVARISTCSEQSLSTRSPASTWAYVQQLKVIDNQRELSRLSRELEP
#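 Normalized to 6.5 mM cAMP, activity reflects EPAC1-catalysed release of BODIPY-GDP from Rap1B, followed kinetically over 30 min at 480 nm excitation, 540 nm emission. Reaction contained 100 nM EPAC1, 250 nM Rap1B-BODIPY-GDP, 50 uM GDP.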
# EPAC1 antag: qHTS for Antagonist of cAMP-regulated guanine nucleotide exchange factor 3 (EPAC1): primary screen. EPAC1 GEF assay, Rap1b-BODIPY-GDP exchange fluorescence. Potency, µM (top dose mostly 115 µM), for the others: top-dose activity change, negative = inhibition, most hits filed as inhibitors. Rap guanine nucleotide exchange factor 3 (Homo sapiens), O95398. AID 720709, 2013. 0.14% of 360,000 active;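 note: plate controls were vehicle for no effect and positive control for full effect; nearly all actives have a fitted effect of over 50% in size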
# FUS suppressor: qHTS for Suppressors of FUS Proteinopathy: Primary screen using FUS-linked yeast assay; S. cerevisiae FUS-expressing, growth rescue, OD600, 24 h; Potency, µM (top dose mostly 76.6 µM), for the others: top-dose growth rescue (activation), actives largely listed as activators; 0.24% of 390,000 active; AID 1347120, 2019;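 note: plate controls were DMSO vehicle for no effect and reference control for full effect; nearly all actives have a fitted effect of over 55% in size; some results filed as inactive show a strong effect at the top dose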
#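 Read-out: OD at 600 nm after 24hr at 30C, reporting rescue of FUS-induced yeast toxicity. Cells at OD 0.005 in galactose (2%) minimal medium; compounds tested in a dilution series; CP55940 titration from 92uM final as control.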
# aSyn rescue: qHTS of alpha-syn Inhibitors. Yeast expressing alpha-synuclein, growth rescue, BacTiter-Glo, 24 h. Potency, µM (highest dose often 46.1 µM), for the others: at the highest dose growth rescue (activation), most hits filed as activators. 0.14% of 370,000 active; note: % of control where 0% means no effect; nearly all actives have a fitted effect of over 65% in size
#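 Screening used galactose-induced yeast with toxic alpha-synuclein levels, exposed to compound for 24 hr at 30 deg C. Cell growth, read with BacTiter-Glo luminescence, gave the measured signal.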
# EPAC2 antag: qHTS for Antagonist of cAMP-regulated guanine nucleotide exchange factor 2 (EPAC2): primary screen; Rap guanine nucleotide exchange factor 4 (Homo sapiens), Q8WZA2; EPAC2 GEF exchange of Rap1B-BODIPY-GDP, fluorescence; Potency, µM (titrated, usually from 114 µM), without a hit: top-dose activity, negative = inhibition, most hits filed as inhibitors; 0.18% of 360,000 active; note: % is set by controls: 0 for no effect and ±100 for the full control effect; nearly all actives have a fitted effect of over 45% in size; many of its hits are not listed in these tables
# EPAC2 agonist: qHTS for Agonist of cAMP-regulated guanine nucleotide exchange factor 4 (EPAC2): primary screen. Rap guanine nucleotide exchange factor 4 (Homo sapiens), Q8WZA2. EPAC2 activation, biochemical qHTS; response scale: 100% = 6.5 mM cAMP response. Potency, µM (titrated, usually from 154 µM), for the others: at the top dose activation, actives largely listed as activators. 0.079% of 360,000 active. AID 720711, 2013; note: nearly all actives have a fitted effect of over 50% in size
#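 Exchange assay: 100 nM EPAC2 with 250 nM Rap1B-BODIPY-GDP and 50 uM GDP. Fluorescence (ex 480/em 540 nm) read every 5 min for 30 min at room temperature. Data normalized to 6.5 mM cAMP as agonist control.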
# * = called active by the depositor; i = inactive; ? = inconclusive; . = not tested or not shown; [ ] = remark or other dose. Calls come from the whole dose curve; as a rule, active = well fitted curve in the direction sought with a large enough effect; inconclusive = small, poorly fitted or top-dose-only effect, or another doubt; inactive = no such curve, though single readings can be large; an effect the other way counts as inactive or inconclusive. Potency is the fitted concentration of half-maximal effect.
SMILES,TDP-43 yeast inh,PTHR1 ag,EPAC1 agonist,EPAC1 antag,FUS suppressor,aSyn rescue,EPAC2 antag,EPAC2 agonist
O=C(N[C@@H]1C/C=C\C[C@@H](CC(=O)N(CCO)Cc2ccccc2)C(=O)N[C@@H](c2ccccc2)COC1=O)OCC1c2ccccc2-c2ccccc21,11.7%,-23.4%,7.4%,-10.4%,?,4.3%,11.3%,-4.9%
O=C(CCNC(=O)c1ccccc1)NNC(=O)c1ccc(F)cc1,-5.7%,i,5.7%,1.7%,-25.0%,-5.8%,0.4%,8.5%
CCCC(=O)OCc1cnc(C)c2oc(=O)c(C(=O)Nc3ccccc3)cc12,21.8%,i,.,.,-7.1%,-5.8%,.,.
COc1ccc2c3c(cccc13)C(=O)N(O)C2=O,-58.2%[inhibitor],16.1%,8.3%,-12.4%,.,11.2%,-2.3%,7.4%
COC(=O)N/N=C/c1cn(Cc2ccc(F)cc2)c2ccccc12,0.0%,i,-10.8%,8.3%,-2.4%,3.4%,3.0%,2.1%
CCOC(=O)Cc1csc(NC(=O)Nc2cccc(Cl)c2)n1,-0.7%,-35.8%,-9.1%,-5.2%,-11.7%,8.5%,-8.7%,-2.2%
COc1ccccc1N1CCN(C(=O)C(C)N(c2ccc(C)cc2)S(C)(=O)=O)CC1 (centres undefined),14.3%,-21.0%,3.1%,-0.7%,19.0%,16.8%,7.2%,2.6%
COc1ccc2c(c1OC)C(=O)OC2n1c(O)c(N=NC(C)=O)c2ccccc21 (centres undefined),?,-12.1%,-2.0%,1.2%,-0.7%,2.7%,3.9%,-9.6%
[O-]/[N+](=C\c1ccccc1)[C@@H]1CCCC[C@@H]1/[N+]([O-])=C/c1ccccc1,9.4%,-15.5%[57.5 µM],-6.4%,-2.6%,-8.7%,1.7%,12.0%,5.6%
COc1ccc(N(CC(=O)Nc2ccc(C)c(C)c2)C2=NC3CS(=O)(=O)CC3S2)cc1 (centres undefined),1.9%,-11.2%,-2.4%,3.1%,-21.0%,11.1%,5.9%,1.3%
COc1ccccc1C(=O)COC(=O)c1ccc(N(C)C)cc1,?,-34.1%[inhibitor],9.2%,-4.4%,-18.0%,0.0%,-9.9%,1.3%
Cc1ccc(OCC(=O)Oc2ccc(C)c(C)c2)cc1,-23.3%,-18.0%,4.2%,-20.4%,4.4%,-18.2%,-20.9%,2.9%
COc1cc(OC)c(NC(=O)CCNS(=O)(=O)c2ccc3c(c2)CC(C)N3C(C)=O)cc1Cl (centres undefined),-18.4%,-34.3%[inhibitor],-1.5%,7.4%,1.1%,-0.5%,13.6%,-0.8%
CN1CCN(NC(=S)NC2CCCCC2)CC1,20.1%,-20.0%,6.1%,-15.6%,.,4.7%,-1.1%,0.6%
Cc1ccc(CN2CCN(C(=O)/C=C/[C@H]3O[C@@H](n4cc(C)c(=O)[nH]c4=O)C[C@@H]3O)CC2)cc1,10.6%,-3.4%,-6.3%,-2.8%,-15.0%,0.0%,6.4%,-4.5%
Cc1ccc2ccc3cccc4ccc1c2c34,34.1%,-29.7%,-7.6%,18.4%,-34.2%,-4.8%,-14.2%,13.0%
O=C(NCc1ccc(F)cc1)C(c1ccccc1)N(C(=O)c1csnn1)c1ccccc1 (centres undefined),-2.7%,-22.7%,-0.1%,1.7%,34.2%,14.0%,-16.6%,17.6%
CN(C)CCCNC(=O)CC(c1ccccc1)c1ccccc1O (centres undefined),6.5%,i,-11.0%,11.8%,-1.1%,-10.0%,-4.6%,-8.5%
COCC(C)NS(=O)(=O)c1ccc(OC)cc1 (centres undefined),4.1%,-27.2%,1.3%,5.4%,7.9%,-4.2%,0.0%,4.7%
CC1CN(c2cc(=O)n(-c3ccc(Cl)cc3)c(=O)[nH]2)CC(C)O1 (centres undefined),19.5%,0.0%,11.1%,8.4%,-22.1%,-5.7%,0.1%,9.0%
CC(Oc1ccccc1)C(=O)Nc1cccc(F)c1 (centres undefined),0.0%,i,-0.9%,-11.8%,9.7%,-9.8%,-1.8%,9.5%
O=C(O/N=C/c1ccc(Br)cc1)c1ccc(F)cc1,4.5%,-1.8%,-4.3%,-1.3%,-4.5%,-1.8%,10.7%,3.6%
O=C(N/N=C/c1ccc(O)cc1)c1ccncc1,10.1%,-14.4%,-4.7%,-1.6%,6.5%,-1.0%,1.6%,-7.7%
COc1ccc(N2CCN(C(=O)c3ccc(CNc4c(N5CCOCC5)c(=O)c4=O)cc3)CC2)cc1,18.1%,-26.4%,5.8%,-7.2%,14.6%,-7.6%,-1.8%,3.1%
O=S(=O)(NCC(c1ccco1)N1CCc2ccccc21)c1ccccc1 (centres undefined),22.4µM*,-29.8%,100µM*,-2.0%,12.5%,9.7%,5.9%,15.3%

# Copied from the list:
# O=C(NCc1ccc(F)cc1)C(c1ccccc1)N(C(=O)c1csnn1)c1ccccc1 (centres undefined) @ EPAC1 agonist = -0.1%
# COc1ccc2c(c1OC)C(=O)OC2n1c(O)c(N=NC(C)=O)c2ccccc21 (centres undefined) @ aSyn rescue = 2.7%
# Cc1ccc(OCC(=O)Oc2ccc(C)c(C)c2)cc1 @ EPAC1 agonist = 4.2%

# Continued.
SMILES,TDP-43 yeast inh,PTHR1 ag,EPAC1 agonist,EPAC1 antag,FUS suppressor,aSyn rescue,EPAC2 antag,EPAC2 agonist
CCN(c1cccc(C(F)(F)F)c1)S(=O)(=O)c1ccc2c(c1)CCN2C(=O)C1CC1,-15.1%,-33.9%[inhibitor],-8.7%,-12.5%,10.1%,-30.1%[inhibitor],-5.5%,-1.5%
CC1Cc2nc(SCC(=O)Nc3ccc4c(c3)OCO4)n(CCc3ccccc3)c(=O)c2S1 (centres undefined),6.7%,i,0.9%,-2.0%,-7.0%,-0.4%,-10.0%,8.7%
COc1ccc(N/N=C(/C#N)S(=O)(=O)c2nsc(C)c2C#N)cc1,9.0%,-8.4%[57.5 µM],3.5%,-4.7%,46.1%,-1.3%,-2.0%,2.3%
CCC(C(=O)NC(C)CCc1ccco1)n1nc(C)n2c(cc3occc32)c1=O (centres undefined),11.5%,i,6.2%,-10.4%,-1.7%,-0.2%,4.6%,10.2%
COCCNC(=O)C1CCCN(Cc2ccc(-c3ccccc3)cc2)CC1 (centres undefined),12.9%,-3.3%,-0.6%,3.7%,11.1%,1.5%,4.5%,5.7%
Cc1cc(-c2ccccc2)nc2c(Br)c(=O)[nH]n12,16.4%,i,15.1%,-22.9%,5.2%,8.2%,0.9%,5.5%
O=C(Nc1cccc2ccccc12)N(c1ccccc1)c1ccccc1,?,i,16.0%,5.7%,.,8.7%,-12.2%,18.6%
CN(C)c1ccc(CNC(=O)C2(C)Cc3c(-c4ccc5c(c4)OCO5)ccnc3O2)cc1 (centres undefined),6.9%,i,1.7%,-13.5%,15.7%,12.9%,-21.5%,17.1%
Cc1cc(C(=O)NCc2cccs2)ccc1[N+](=O)[O-],9.2%,-13.5%,-2.5%,4.0%,.,-1.1%,5.5%,-4.8%
CC(=O)Nc1ccc(NC(=O)COC(=O)Cn2cnc3ccccc32)cc1,11.9%,i,6.9%,-4.8%,11.0%,-0.2%,-5.0%,1.6%
O=C(O)CCN1C(=O)c2ccccc2C1=O,-3.0%,i,11.6%,6.4%,-25.1%,2.9%,-2.1%,6.8%
CC1CC(C)CN(C(=O)c2cc3c(s2)CCC3)C1 (centres undefined),-18.5%,i,2.5%,-3.4%,.,2.0%,-2.8%,6.2%
COc1ccc(CSc2nnc(N)s2)cc1F,-14.3%,-12.0%[57.5 µM],-1.6%,3.1%,9.5%,-7.9%,-9.9%,3.1%[15.6 µM]
Cc1ccc(/C=C2\SC(=S)N(CCCC(=O)Nc3cc(C)on3)C2=O)cc1,-4.8%,i,-2.4%,-14.5%,-29.3%,1.2%,4.7%,7.2%
COc1ccc(-c2cc3ccccc3s2)cc1[C@H]1[C@H]2C=CC[C@@H](C)[C@@H]2C(=O)N1Cc1ccccc1,-0.9%,i,-17.6%,8.7%,-7.3%,-8.5%,-2.1%,-1.0%
COc1ccc(/C=N/NC(=O)CNc2n[nH]c(=O)[nH]c2=O)cc1OC,2.0%,i,1.6%,1.9%,5.1%,-3.1%,-4.5%,12.7%
COCC(=O)NC1CCN(CC(=O)Nc2ccccc2[N+](=O)[O-])CC1,16.8%,-3.6%,5.6%,-13.1%,12.8%,-5.1%,3.5%,0.1%
O=C(Nc1ccccc1)c1ccc(=O)n(Cc2cccc(Cl)c2)c1,17.8%,-72.3%[inhibitor],6.8%,?,14.6%,7.5%,-13.8%,22.2%
C#CCOCCOCCOCCNc1nc(N2CCN(C(=O)[C@H](CCCN=C(N)N)n3cc(C(N)[C@@H](C)CC)nn3)CC2)nc(N2CCN(C(=O)[C@H](CC(N)=O)n3cc([C@@H](N)CC(N)=O)nn3)CC2)n1 (some centres undefined),-3.2%,-10.8%,-13.5%,2.3%,-16.2%,5.2%,-1.7%,7.1%
O=C(CN(C1CCCCC1)S(=O)(=O)c1ccc(F)cc1)Nc1ccc2c(c1)OCO2,13.2%,-2.0%[57.5 µM],15.8%,-3.5%,39.6%,2.9%,-4.1%,19.2%
CCn1c(-c2ccccc2)c(C(=O)O)c2ccccc21,-4.4%,i,4.8%,-1.2%,-9.9%,-0.1%,6.7%,0.5%
O=C(CSc1n[nH]c(=O)n1-c1ccccc1)N1CCOCC1,-9.5%,i,6.4%,-9.9%,30.5%,-5.4%,7.1%,6.4%
O=S(=O)(NCCCc1ccccc1)c1ccc(Cl)cc1,3.0%,-14.7%,-7.1%,-5.4%,.,21.3%,-8.9%,-0.1%

# Reformatted: results already given
# Every second line gives: TDP-43 yeast inh, PTHR1 ag, EPAC1 agonist, EPAC1 antag, FUS suppressor, aSyn rescue, EPAC2 antag, EPAC2 agonist
- O=S(=O)(NCC(c1ccco1)N1CCc2ccccc21)c1ccccc1 (centres undefined)
    22.4µM*, -29.8%, 100µM*, -2.0%, 12.5%, 9.7%, 5.9%, 15.3%
- CCN(c1cccc(C(F)(F)F)c1)S(=O)(=O)c1ccc2c(c1)CCN2C(=O)C1CC1
    -15.1%, -33.9%[inhibitor], -8.7%, -12.5%, 10.1%, -30.1%[inhibitor], -5.5%, -1.5%

# Some of the compounds tested; the hit share may differ from the screen's.
